From PubChem BioAssay
S-ASM inh = human S-ASM enzyme inhibition. Potency, µM (series often up to 57.5 µM), for the others: top-dose activity change, negative = inhibition, most hits filed as inhibitors. AID 504937. placental ASM, HMU-PC fluorogenic substrate, 60 min. 340,000 compounds, 0.006% hits; note: potency is the fitted concentration of half-maximal effect
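Human placenta-derived ASM preincubated with compound 10 min at room temperature, then reacted with 9 uM (final) fluorogenic HMU-PC substrate for 60 min at 37 C. Stop solution raises pH to 10; fluorescence read at Ex 386/Em 447 nm.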
Menin-MLL TR inh = displaces Texas Red mutant MLL peptide from human menin. O00255. Menin + Texas Red MLL mutant peptide, fluorescence polarization. 270,000 compounds, 0.23% hits. AID 1768. Potency, µM (top dose mostly 61.6 µM), for the others: at the top dose FP activity change, negative = inhibition, actives largely listed as inhibitors; active = well fitted inhibition curve with a large enough effect in the polarisation, with a control signal flat, not every such curve was filed as active; inconclusive = small, poorly fitted or top-dose-only effect, or effect the other way, or a change in a side signal; inactive = no such curve, though single readings can be large or run the other way; the % refers to the polarisation; note: potency is the fitted concentration of half-maximal effect; % of control where 0% means no effect; many of its hits are not listed in these tables
Target sequence (O00255 whole entry, looked up): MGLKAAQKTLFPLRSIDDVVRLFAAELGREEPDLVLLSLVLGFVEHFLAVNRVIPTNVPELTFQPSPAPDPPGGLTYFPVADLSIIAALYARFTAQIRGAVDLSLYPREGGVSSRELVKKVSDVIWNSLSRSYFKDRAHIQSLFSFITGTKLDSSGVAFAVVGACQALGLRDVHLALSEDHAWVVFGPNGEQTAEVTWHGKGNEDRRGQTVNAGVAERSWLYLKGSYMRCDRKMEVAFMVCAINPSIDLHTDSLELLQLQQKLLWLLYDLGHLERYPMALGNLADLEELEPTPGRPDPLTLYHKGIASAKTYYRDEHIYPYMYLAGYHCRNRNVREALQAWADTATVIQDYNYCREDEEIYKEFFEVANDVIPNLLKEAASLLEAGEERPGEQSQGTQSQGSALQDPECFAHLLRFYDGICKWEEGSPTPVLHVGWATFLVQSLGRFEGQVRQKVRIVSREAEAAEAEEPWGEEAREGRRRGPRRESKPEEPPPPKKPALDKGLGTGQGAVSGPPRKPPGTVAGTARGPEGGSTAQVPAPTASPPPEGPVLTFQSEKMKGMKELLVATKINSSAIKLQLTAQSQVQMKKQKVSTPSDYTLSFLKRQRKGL
Mito fusion act = blocks mitochondrial division or promotes mitochondrial fusion; 320,000 compounds, 0.23% hits; S. cerevisiae fusion-defective mutant growth rescue, CellTiterGlo 48 h; Potency, µM (highest dose often 46.1 µM), inactives show at the top dose growth rescue (activation), actives largely listed as activators;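 note: potency is the fitted concentration of half-maximal effect; % of control where 0% means no effect; nearly all actives have a fitted effect of over 45% in size; temperature-sensitive fusion mutants such as fzo1-1 at 37 °C on non-fermentable ethanol glycerol medium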
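Luminescent cell viability in 1536-well qHTS format served as the measure of rescued growth in ts fusion-mutant S. cerevisiae cultured on non-fermentable YPEG for 48 hours at 37C.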
MBNL1-CUG inh = MBNL1-poly(CUG) RNA binding inhibition. Q9NR56. TR-FRET MBNL1-His/biotin-(CUG)12 binding, 665/545 ratio. Potency, µM (titrated, usually from 57.5 µM), without a hit: top-dose activity change, negative = inhibition, hits mostly inhibitors. 280,000 compounds, 0.036% hits; active = well fitted inhibition curve with a large enough effect in the signal ratio, with a control signal flat, not every such curve was filed as active; inconclusive = small, poorly fitted or top-dose-only effect, or effect the other way, or a change in a side signal; inactive = no such curve, though single readings can be large or run the other way; the % refers to the signal ratio; note: potency is the fitted concentration of half-maximal effect; % is set by controls: 0 for no effect and ±100 for the full control effect
Target sequence (Q9NR56 whole entry, looked up): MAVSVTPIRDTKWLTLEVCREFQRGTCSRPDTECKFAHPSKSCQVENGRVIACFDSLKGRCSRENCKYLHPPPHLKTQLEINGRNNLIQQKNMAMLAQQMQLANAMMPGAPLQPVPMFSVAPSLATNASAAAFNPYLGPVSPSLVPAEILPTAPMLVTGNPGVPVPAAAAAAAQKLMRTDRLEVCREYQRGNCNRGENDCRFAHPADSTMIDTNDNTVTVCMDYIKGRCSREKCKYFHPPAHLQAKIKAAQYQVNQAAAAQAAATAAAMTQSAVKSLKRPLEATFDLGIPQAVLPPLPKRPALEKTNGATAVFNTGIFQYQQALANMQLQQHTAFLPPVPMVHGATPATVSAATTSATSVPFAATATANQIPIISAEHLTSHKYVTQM
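Compound titration spanned 92 nM–58 uM against the MBNL1-His/biotin-(CUG)12 complex. After 60 min at room temperature with 5 nM streptavidin-XL665 and 0.055 ng/ul terbium anti-His, ratiometric 665/545 nm emission (Ex 340 nm) normalized to controls.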
hERG WT inh = KCNH2 (human, wildtype) channel inhibition; Q12809; U2OS, BacMam KCNH2, thallium flux FluxOr; hits give low values; activity change, % at 1.84 µM; 340,000 compounds, 0.37% hits; AID 720551;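 active = maximum activity change below -70%; inconclusive = maximum activity change between -70% and -50%; inactive = maximum activity change above -50%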; note: % is set by controls: 0 for no effect and ±100 for the full control effect
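U2OS cells transduced with wild-type KCNH2 virus are loaded with FluxOr dye for 45 min, and thallium flux is measured in kinetic reads before and after stimulation buffer. Rate constants are normalized to DMSO controls.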
PKM2 activator = PKM2 (human) enzyme activation; AID 1631; purified PKM2, Kinase-Glo ATP luminescence, activation; response scale: 0% is enzyme alone, no compound; 260,000 compounds, 0.34% hits; Potency, µM (highest dose often 57.5 µM), for the others: at the highest dose activation, usual class: activators; P14618; note: potency is the fitted concentration of half-maximal effect; % is set by controls: 0 for no effect and ±100 for the full control effect; nearly all actives have a fitted effect of over 55% in size
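Purified hPK-M2 (>95% pure) converted ADP (0.1 mM final) to ATP with 0.5 mM PEP in 50 mM imidazole pH7.2, KCl, MgCl2, Tween 20, BSA; 1 h at room temperature. ATP detected by Kinase-Glo luminescence.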
USP2a inh = blocks human ubiquitin-specific protease USP2a; O75604; USP2 core, Ub-CHOP2 coupled fluorogenic reporter, 485/531; 330,000 compounds, 0.01% hits; AID 463254; Potency, µM (series often up to 38.3 µM), for inactives: top-dose activity change, negative = inhibition, most hits filed as inhibitors;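 note: potency is the fitted concentration of half-maximal effect; plate controls were DMSO wells for no effect and full inhibition by NEM control for full effect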
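Deubiquitinase activity read as fluorescence (485/531 nm) after Ub-CHOP2 cleavage activates the enterokinase reporter on its substrate; USP2 core 10nM, Ub-CHOP2 and substrate 25nM each, 30min compound preincubation then 60min RT; data normalized to NEM, curves fitted.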
TSHR antagonist = antagonists of human thyroid stimulating hormone receptor | TSHR-expressing cells, TSH-stimulated cAMP HTRF, 2 h; hits give low values | activity change, negative = inhibition, % at 11.5 µM | 330,000 compounds, 0.2% hits | AID 504810;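 active = activity change below a set negative limit, meaning inhibition stronger than a set level, cut at about -70% in these data; inconclusive = activity change between two set negative limits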; note: % is set by controls: 0 for no effect and ±100 for the full control effect
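TSHR-expressing cells, 200/well, pre-treated with compound, then stimulated with EC80 TSH (4nM final) for 2 hours at 37 deg C. cAMP measured by competitive HTRF: anti-cAMP cryptate antibody in lysis buffer plus cAMP-d2, read after 30 minutes at room temperature.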
Chronic BCR inh = blocks chronic active B-cell receptor signaling; ABC-DLBCL IkBa-CBG/CBR reporter, luminescence ratio, 4 h; Potency, µM (top dose mostly 46.1 µM), for inactives: at the top dose ratio change, negative = lower green/red ratio, actives largely listed as inhibitors; 340,000 compounds, 0.05% hits; active = well fitted inhibition curve with a large enough effect in the signal ratio, with a control signal flat, not every such curve was filed as active; inconclusive = small, poorly fitted or top-dose-only effect, or effect the other way, or a change in a side signal; the % refers to the signal ratio;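 note: potency is the fitted concentration of half-maximal effect; plate controls were basal doxycycline-induced cells for no effect and cells given 10 µM MG132 for full effect; MG132 reads +100%, hits lower the ratio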
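Cell line TMD8 (human ABC DLBCL), stably expressing tet-inducible CBG68-IkBa fusion and CBR; IMDM/0.5% FBS; cpd up to 46 uM; dox induction, 4 h, 37C/5% CO2; dual luminescence; green/red ratio; MG132 control.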
GALK inh = inhibitors of human galactokinase; P51570; Purified GALK, Kinase-Glo residual ATP luminescence; Potency, µM (highest dose often 57.5 µM), inactives show at the highest dose activity change, negative = inhibition, hits mostly inhibitors; 270,000 compounds, 0.007% hits; AID 1868; note: potency is the fitted concentration of half-maximal effect; % is set by controls: 0 for no effect and ±100 for the full control effect
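Quantitative HTS: GALK 5 nM, ATP 35 uM, galactose 100 uM, 1 h room temperature, then luciferase-based ATP detection.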
Eya2 inh = inhibitors of human Eya2 phosphatase activity; O00167; recombinant Eya2, OMFP fluorescence dephosphorylation (OMFP is methylfluorescein phosphate); Potency, µM (titrated, usually from 76.9 µM), for the others: at the top dose activity, negative = inhibition, hits mostly inhibitors; 330,000 compounds, 0.006% hits; AID 488837; note: potency is the fitted concentration of half-maximal effect; % is set by controls: 0 for no effect and ±100 for the full control effect
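Eya2 protein (added as 0.2 uM solution) was preincubated with compound for 10 min at ambient temperature in 50 mM HEPES pH 7.5, 50 mM NaCl, 5 uM MgCl2, 0.05% BSA, 1 mM DTT. OMFP (added at 50 uM) then reacted 10 min; fluorescence read at 485/525 nm.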
Active calls of the source: *; ? = inconclusive; / = no result given; [ ] = remark or other dose. Unless noted, calls come from the whole dose curve; as a rule, active = well fitted curve in the direction sought with a large enough effect; inconclusive = small, poorly fitted or top-dose-only effect, or another doubt; inactive = no such curve, though single readings can be large; an effect the other way counts as inactive or inconclusive.

SMILES	S-ASM inh	Menin-MLL TR inh	Mito fusion act	MBNL1-CUG inh	hERG WT inh	PKM2 activator	USP2a inh	TSHR antagonist	Chronic BCR inh	GALK inh	Eya2 inh
COc1ccc(S(=O)(=O)N2CCN(C(=O)CCOc3ccccc3)CC2)cc1OC	-3%	/	2%	/	-4	/	-1%	8	-1%	/	0%
CC(Oc1ccccc1)C(=O)N1CCN(c2ncccn2)CC1 (stereo not drawn)	0%	/	-4%	/	-3	/	3%	-7	4%	/	-6%
CC1=C(C(=O)NCCN2CCOCC2)C2(CCC(C)CC2)OC1=O (stereo not drawn)	-1%	-1%	-2%	8%	5	2%	3%	-1	3%	-3%	12%
O=C(Cn1ncc2c1-c1ccccc1OC2)N(Cc1ccco1)C1CCCCC1	-3%	-6%[11.7 µM]	4%	4%	-2	-1%	4%	-17	-5%	2%	8%
Cc1ccc(N(CC(=O)NCCSCc2ccco2)S(=O)(=O)c2ccc(C)cc2)cc1	0%	-14%	1%	-1%	1	2%	1%	-5	0%	0%	-5%
CCN(Cc1ccccc1)Cc1nc(CCc2ccccc2)no1	7%	-12%	-3%	9%	19	1%	2%	-34	?	-4%	-14%
Cc1cc2[nH]c(=O)c(=O)[nH]c2cc1S(=O)(=O)NC1CCC(C)CC1 (stereo not drawn)	-7%	/	-1%	-1%	0	/	5%	12	-4%	5%	-8%
CN(C)c1ccc(C(=O)OCC(=O)N2CCCC2)cc1	1%	-11%	8%	-3%	1	-2%	-2%	-20	?	6%	-20%
CC1=NNC(=O)C1C(c1cccc(O)c1)C(C#N)C#N (stereo not drawn)	0%	/	-1%	-4%	1	-3%	1%	6	-10%	2%	-25%
CCC(CO)N=CC1=C(O)CC(C)(C)CC1=O (stereo not drawn)	0%	8%	2%	-2%	0	6%	0%	10	-1%	3%	-3%
Cn1cccc1/C=C1\CCc2ccccc2C1=O	11%	-17%	10%	?	-9	-58%	-1%	-16	?	14%	3%
O=C1C(=O)N(CCN2CCOCC2)C(c2ccccc2F)/C1=C(\O)c1ccc(S(=O)(=O)N2CCOCC2)cc1 (stereo not drawn)	1%	/	0%	?	1	/	-2%	2	-1%	-2%	-8%
O=C(O)c1cc2c(cc1NC(=O)C1CCCC1)OCCO2	7%	/	3%	/	-6	/	0%	13	?	/	15%
COc1ccccc1NC(=O)CCCCCN1C(=O)c2cccc([N+](=O)[O-])c2C1=O	5%	-1%	0%	?	-2	-9%	2%	-8	3%	3%	12%
Cc1cccc(NC(=S)NNC(=O)c2csc(C)c2)c1	5%	12%	10%	1%	3	7%	1%	4	?	1%	0%
Cc1ccc(S(=O)(=O)Nc2cc(C)nn2-c2ccccc2)cc1	-3%	2%	2%	0%	-4	10%	-7%	18	5%	2%	3%
CC(C)(C)C1CC=C2C(C#N)=C(N)C(C#N)(C#N)C(c3cccs3)C2C1 (stereo not drawn)	/	-11%	25%	17%	/	13%	2%	-41	-18%	0%	-6%
CCN1C(N(C)C)=NC[C@@H]1Cc1ccccc1	0%	/	-2%	/	2	/	2%	-1	-5%	/	6%
O=C(COc1ccc2ccc(=O)oc2c1)Nc1cccnc1	5%	-12%	-7%	3%	8	/	3%	2	-8%	8%	7%
COc1ccc(-c2cc(=O)oc3cc(OCC(=O)N[C@@H](Cc4c[nH]c5ccccc45)C(=O)O)ccc23)cc1	-15%	28%	1%	22%	-3	3%	1%	2	-2%	/	-7%
CC1CCCCC1NC(=O)c1cc(S(=O)(=O)N2CCOCC2)ccc1Cl (stereo not drawn)	0%	/	/	/	12	/	0%	-13	6%	/	4%
O=C(COC(=O)C1=COCCO1)Nc1ccccc1Oc1ccccc1	3%	4%	2%	-13%	4	2%	2%	-16	1%	-2%	-17%
COc1ccc(-c2nnc(NC(=O)CS(=O)(=O)c3ccc(F)cc3)o2)c(OC)c1	2%	/	-5%	/	-1	/	-2%	-6	7%	/	9%
COc1ccccc1/C=C(\NC(=O)c1cccc(C)c1)C(=O)Nc1ccccn1	51%[activator]	-2%	2%	-5%	3	/	0%	-2	2%	1%	0%
C/C(=N\OC(=O)NC1CCCCC1)c1sc(-c2ccccc2)nc1C	-10%	?	-25%	7%	-16	3%	1%	-8	2%	-4%	-41%
CC(NC(=O)C(=O)Nc1nccs1)c1ccccc1 (stereo not drawn)	3%	/	2%	-12%	0	-5%	2%	-2	-19%	-2%	8%
COc1ccc(CCNC(=O)Cn2cnc3scc(-c4ccccc4)c3c2=O)cc1OC	-1%	7%	4%	-6%	/	0%	-2%	1	0%	-2%	-2%
O=C1c2cccc3cccc(c23)C(=O)N1CCCCCc1n[nH]c(=S)o1	-3%	5%	7%	?	-3	-2%	0%	-16	7%	3%	-2%
O=C(NCc1ccncc1)Nc1ccc2c(c1)OCO2	6%	-19%	9%	-5%	-7	2%	0%	-2	-9%	-1%	-1%
CC(=O)Nc1ccc(S(=O)(=O)N(CC(=O)Nc2cc(C)on2)Cc2ccc(F)cc2)cc1	-4%	/	7%	6%	-5	5%	-1%	-3	-2%	2%	1%
CC(=O)C1=C(O)C(=O)N(c2nccs2)C1c1ccccc1 (stereo not drawn)	19%	2%	1%	?	-6	-4%	4%	12	-4%	2%	-27%
Cc1ccc(NC(=S)Nc2ccccn2)c(C)c1	4%	/	2%	7%	-1	-1%	-2%	3	?	0%	1%
CCOC(=O)c1nc(-c2ccc(OC)c(OC)c2)no1	-1%	-16%	6%	/	-3	-2%	2%	5	-1%	2%	-5%
CC(NS(=O)(=O)c1ccc2c(c1)OCCCO2)C(=O)O (stereo not drawn)	4%	4%	-2%	-7%	-2	-8%	2%	26	2%	-1%	-8%
Cn1cccc1CC(=O)N/N=C\c1c2ccccc2cc2ccccc12	38%	-19%	-3%	11%	2	5%	-1%	9	1%	2%	13%
O=C(Nc1ccc(S(=O)(=O)N2CCOCC2)cc1)c1ccco1	0%	16%	0%	4%	6	-5%	1%	-2	?	-1%	-1%
O=C(NN=C1CCCCCCCCCCC1)c1cccnc1	4%	7%	2%	2%	5	6%	2%	-4	?	13%	0%
O=C(c1cc(-c2cccnc2)nc2ccccc12)N1CCCc2ccccc21	0%	2%	12%	6%	-1	6%	1%	27	?	-1%	0%
COc1ccc(C/C(O)=C(\C#N)c2nc3ccccc3s2)cc1	2%	?	10%	8%	-12	-5%	4%	-16	?	?	-7%
Cc1cccc(OCC(=O)Nc2ccc(S(=O)(=O)N3CCCC3)cc2)c1	1%	15%	-1%	-5%	9	12%	5%	-12	2%	0%	11%
CCCn1c(N)c(C(=O)CSc2nc3ncc(Cl)cc3[nH]2)c(=O)n(C)c1=O	2%	/	-2%	/	10	/	-2%	-11	-3%	/	-8%
CCCCn1c(N)c(N(CC)C(=O)c2cccc(OC)c2)c(=O)[nH]c1=O	3%	0%	-2%	4%	-15	-7%	-1%	5	-2%	-1%	11%
CCOc1ccc(S(=O)(=O)NCCC(=O)NCCOc2ccccc2OC)cc1	4%	/	-1%	/	-3	/	2%	1	1%	/	0%
O=C(NCC(=O)N1CCC(Cc2ccccc2)CC1)c1ccc(Cl)cc1	-1%	/	-4%	-1%	3	/	1%	-19	?	-3%	-1%
Cn1cc([N+](=O)[O-])c(C(=O)Nc2ccc3nc(-c4ccccc4)[nH]c3c2)n1	-9%	21%	-3%	?	1	-4%	0%	6	?	/	-1%
Nn1c(SCC(=O)NC2CCCCC2)nnc1-c1ccccc1	2%	12%	2%	-7%	-2	-6%	0%	-6	0%	6%	12%
O=C(O)c1ccc(/C=N/Nc2ccc(F)cc2F)cc1	5%	6%	-3%	13%	-25	-16%	2%	-2	?	-1%	-10%
Cc1ccc(-c2c3c(=O)n(C)c(=O)n(C)c3cn2Cc2cccnc2)cc1	-1%	-6%	-3%	4%	-3	1%	-2%	-8	0%	2%	-6%

This is a subset; count on the stated rates, not on these rows.
